Bioassay records (PubChem BioAssay)
DRD3 agonist – agonists of human D3 dopamine receptor. P35462. D3R DiscoveRx beta-arrestin cells, luminescence, 90 min. max activation, %. 410,000 tested, 0.58% active. AID 652048; in the data active = max activation above about 30%; also: 0% is about no effect; mostly tested at two doses, the higher about 12 µM
Target sequence (P35462 whole entry, looked up): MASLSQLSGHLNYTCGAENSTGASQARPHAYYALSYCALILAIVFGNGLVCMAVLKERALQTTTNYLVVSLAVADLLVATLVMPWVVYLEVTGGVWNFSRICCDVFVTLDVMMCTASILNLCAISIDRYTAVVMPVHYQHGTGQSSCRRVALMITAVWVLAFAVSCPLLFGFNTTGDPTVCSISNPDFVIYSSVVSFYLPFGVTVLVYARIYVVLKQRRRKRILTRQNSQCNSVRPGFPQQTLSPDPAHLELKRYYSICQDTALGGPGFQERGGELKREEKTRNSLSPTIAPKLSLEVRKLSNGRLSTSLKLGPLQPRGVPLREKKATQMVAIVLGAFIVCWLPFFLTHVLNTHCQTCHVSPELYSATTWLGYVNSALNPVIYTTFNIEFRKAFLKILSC
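Agonist-mode cell screen: cells plated at 1500/well and incubated overnight at 37 °C, then exposed to library compounds for 90 min at 37 °C. Detection reagent was added for 30–60 min at room temperature, and luminescence was read.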
TDP43 rescue – TDP-43 toxicity inhibition in yeast | TDP-43 expressing yeast growth rescue, BacTiter-Glo, 24 h | Potency, µM (series often up to 46.1 µM), without a hit: top-dose growth rescue (activation), actives largely listed as activators | 410,000 tested, 1.8% active | AID 652104; also: potency is read from the fitted curve at half-maximal effect; % of control where 0% means no effect; nearly all actives have a fitted effect of over 50% in size
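Yeast expressing TDP-43 (pregrown in raffinose, seeded at OD600=0.02 in galactose medium) exposed to compounds 24 hr at 30 deg C. Growth read by BacTiter-Glo luminescence; rescue of toxicity appears as increased signal.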
KB-V1 cytotox – KB-V1 MDR subline cytotoxicity | 400,000 tested, 3.4% active | AID 1347076 | Potency, µM (doses to about 46.1 µM), for inactives: top-dose activity change, negative = cytotoxicity, most hits filed as cytotoxic | KB-V1 MDR cells viability, CellTiter-Glo, 72 h; also: potency is read from the fitted curve at half-maximal effect; % is scaled to controls: 0 for no effect and ±100 for the full control effect; nearly all actives have a fitted effect of over 60% in size
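Cytotoxicity via CellTiter-Glo luminescence after 72 h compound exposure at 37 degrees C. Cells: drug-selected KB-V1 line, DMEM phenol-red free plus 10% FBS. Compounds tested at multiple concentrations; normalized data fitted to concentration-effect curves.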
GLP1R inv ag – inverse agonists of human GLP-1 receptor; P43220; HEK293 GLP-1R CRE-luciferase, luminescence, 24 h; GLP-1R form is constitutively active; Potency, µM (doses to about 38.3 µM), for the others: at the highest dose activity change, negative = inhibition, most hits filed as inhibitors; 410,000 tested, 1.6% active; AID 624417; also: potency is read from the fitted curve at half-maximal effect; % is scaled to controls: 0 for no effect and ±100 for the full control effect; nearly all actives have a fitted effect of over 55% in size
Target sequence (P43220 whole entry, looked up): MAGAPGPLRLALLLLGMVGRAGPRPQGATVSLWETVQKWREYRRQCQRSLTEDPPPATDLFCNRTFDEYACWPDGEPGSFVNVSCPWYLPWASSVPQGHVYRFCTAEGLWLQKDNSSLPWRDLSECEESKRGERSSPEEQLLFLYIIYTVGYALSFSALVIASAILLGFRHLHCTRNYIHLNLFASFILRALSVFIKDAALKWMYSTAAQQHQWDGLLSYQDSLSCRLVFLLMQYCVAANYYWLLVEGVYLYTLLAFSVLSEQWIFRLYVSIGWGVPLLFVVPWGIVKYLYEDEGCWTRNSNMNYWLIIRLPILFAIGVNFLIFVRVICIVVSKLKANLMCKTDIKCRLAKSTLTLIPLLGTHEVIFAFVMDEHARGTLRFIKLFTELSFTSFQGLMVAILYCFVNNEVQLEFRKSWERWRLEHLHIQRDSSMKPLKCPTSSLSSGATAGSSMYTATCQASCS
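Using stably transfected HEK293 (constitutively active GLP-1R, cAMP-luciferase reporter), compounds were incubated 24 hr and luciferase measured by luminescence.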
GLP1R cytotox – cytotoxicity counter-screen for GLP-1 receptor inverse agonists | HEK293 cAMP-luciferase reporter cells, luminescence, 24 h | Potency, µM (series often up to 38.3 µM), for inactives: at the top dose activity change, negative = inhibition, most hits filed as inhibitors | 410,000 tested, 0.13% active;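 also: loss of luciferase light is scored as toxicity; potency is read from the fitted curve at half-maximal effect; % is scaled to controls: 0 for no effect and ±100 for the full control effect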
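MLSMR compounds, 24 hr on cells at 37 deg C/5% CO2; luminescence after luciferase reagent (12 min RT). Inhibition counted as the undesired cytotoxic outcome.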
PTHR1 ag – PTHR1 (human) receptor agonism; Q03431; 410,000 tested, 0.075% active; AID 743266; HEK293 GP2 PTHR1 cells, GloSensor cAMP luminescence, 1 h; Potency, µM (doses to about 115 µM), for the others: at the highest dose activation, most hits filed as activators; also: potency is read from the fitted curve at half-maximal effect; nearly all actives have a fitted effect of over 55% in size; some results filed as inactive show a strong effect at the top dose; inactives centre near -15; many of its hits are not listed in these tables
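HEK-293-derived GP2 cells expressing PTHR1 and a GloSensor cAMP reporter, 3,000/well, plated overnight, given luciferin plus IBMX (each 0.5 mM as added) for 1 h at 37 °C, then compound for 1 h at 37 °C. Luminescence was read after 15 min at room temperature.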
GLP-1R agonist – agonists of human GLP-1 receptor; P43220; HEK293 GLP-1R CRE-luciferase, luminescence, 4-6 h; cells express a hypersensitive GLP-1R form; Potency, µM (titrated, usually from 45.6 µM), for the others: top-dose activation, most hits filed as activators; 380,000 tested, 0.007% active; also: potency is read from the fitted curve at half-maximal effect; % of control where 0% means no effect
aSyn rescue – inhibitors of alpha-synuclein toxicity in yeast; Yeast expressing alpha-synuclein, growth rescue, BacTiter-Glo, 24 h; Potency, µM (titrated, usually from 46.1 µM), without a hit: top-dose growth rescue (activation), most hits filed as activators; 370,000 tested, 0.14% active; AID 652106; also: potency is read from the fitted curve at half-maximal effect; % of control where 0% means no effect; nearly all actives have a fitted effect of over 65% in size
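Rescue of yeast growth: cells expressing toxic alpha-synuclein, induced in galactose at OD600 0.02, incubated with compound 24 h at 30 C. ATP luminescence quantified growth; inhibitors of toxicity appear as activators.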
DRD3 antagonist – blocks the human D3 dopamine receptor; P35462; D3R cells, DiscoveRx beta-arrestin luminescence, antagonist mode; hits give low values; max response, negative = inhibition, %; 360,000 tested, 2.5% active; AID 652054; in the data active = max response below about -50%; inconclusive = no clear call, values can overlap the other calls; also: % is scaled to controls: 0 for no effect and ±100 for the full control effect; mostly tested at two doses, the higher about 12 µM
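Cells expressing the human receptor were seeded at 1500 cells/well, incubated overnight at 37 degrees C in 5% CO2, then exposed to library compounds with dopamine controls for 90 minutes at 37 degrees C before luminescent detection.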
Active calls of the source: *; i = inactive; ? = inconclusive; nt = no result given; & = joins results of further samples; [ ] = another dose, or the depositor's remark. Unless noted, calls follow the shape of the dose curve; as a rule, active = well fitted curve in the direction sought with a large enough effect; inconclusive = small, poorly fitted or top-dose-only effect, or another doubt; inactive = no such curve, though single readings can be large; an effect the other way counts as inactive or inconclusive. Only part of the results is shown; the hit share may differ from the screen's.

Screens in order – DRD3 agonist | TDP43 rescue | KB-V1 cytotox | GLP1R inv ag | GLP1R cytotox | PTHR1 ag | GLP-1R agonist | aSyn rescue | DRD3 antagonist
CC(Sc1nnc(-c2cccs2)n1C1CC1)C(=O)NCC1CCCO1 (stereo not drawn)
    1 | 20% | ? | -12% | -22% | i | -11% | -2% | 16
CCOC(=O)C1CCN(S(=O)(=O)c2c(C)[nH]c(C)c2C(=O)N2CCCCC2)CC1
    -5 | 4% | 26% | -2% | 13% | -9% | -1% | -1% | 1
Cc1nc2ccccc2nc1OCC(=O)NCC(F)(F)F
    5 | 6% | -5% | 25% | -5% | i | -9% | 6% | 7
O=C(Nc1cccc(Cl)c1)OCc1cncs1
    0 | ? | -1% | 44%[activator] | 5% | -32%[inhibitor] | 17% | 12% | 2
Cc1ccc(OC(=O)CSc2nnc(-c3ccc4c(c3)OCO4)o2)c(C)c1
    6 | 18% | ? | 1% | -1% | -12% | nt | nt | nt
CC(Sc1nnc(C2CC2)n1-c1ccccc1)C(=O)N1CCCC1 (stereo not drawn)
    -7 | -17% | 7% | -12% | 12% | i | 5% | -6% | -5
Cc1ccc(C)c(NCCCCCCCC(=O)O)c1
    8 | 0% | 29% | -10% | -10% | -17% | -4% | ? | 0
Cc1ccc(-c2nc3cnccn3c2Nc2ccc3c(c2)OCO3)cc1
    4 | ? | ? | ? | -13% | -7% | 2% | 5% | 0
COc1cc(Nc2ncnc(N)n2)cc(OC)c1OC
    -10 | -7% | -12% | 57%[activator] | 4% | i | 16% | -4% | -14
Cn1ncc(Br)c1C(=O)N/N=C/c1ccc(OS(=O)(=O)c2ccccc2)cc1
    0 | 7% | 2% | 0% | 5% | -32%[inhibitor] | 3% | -10% | 15
CC(=O)c1cc(C(=O)Nc2ccc3ccccc3c2)c(C)o1
    4 | 9% | -2% | 2% | -2% | -10% | 12% | -6% | -7
CNCc1ccc(OCc2ccccc2)c(OC)c1
    0 | 4% | 8% | -8% | 6% | i | 12% | -4% | -17
COC(=O)C1CCN(C(=O)COC(=O)Cn2cnnn2)CC1
    -5 | -1% | 1% | 26% | 11% | i | 0% | 2% | ?
O=C(COc1ccc(C(=O)c2ccccc2)cc1)Nc1ncccc1O
    -4 | ? | ? | -7% | 3% | -1% | 2% | -12% | -2
Clc1ccccc1-c1ccc(/C=N/Nc2nncc(-c3ccccc3)n2)o1
    -1 | -6% | 2% | 13% | 4% | -35%[inhibitor] | 11% | -3% | -7
CCCCc1ccc(NS(=O)(=O)c2cc3c4c(c2)CC(=O)N4CCC3)cc1
    -4 | ? | -4% | ? | 6% | -24% | -4% | nt | nt
COCCn1c(Br)nc2c1c(=O)n(C)c(=O)n2C
    -4 | -13% | 3% | -26% | -23% | -23% | 7% | -5% | -28
Cc1onc(-c2ccccc2Cl)c1C(=O)Oc1cccc2cccnc12
    -3 | 18µM* | ? | 13µM* | ? | -5% | 7% | 11% | 8
O=C1OCCC1Sc1nnc(-c2ccc3c(c2)OCO3)n1-c1ccccc1 (stereo not drawn)
    1 | -1% | 18% | 17% | -4% | i | 0% | 5% | 10
COc1cccc(C(=O)NCC(C)(C)SCc2ccc(F)cc2)c1
    6 | ? | -30% | 11µM* | 0% | i | 12% | 21% | 31
Cc1oc2ccc(Br)cc2c(=O)c1-c1nn[nH]n1
    -3 | 0% | -6% | 8% | 12% | -18% | 1% | -20% | 3
CCN(C(=O)c1cc2c(=O)oc3ccc(C)cc3c2s1)c1ccccc1F
    3 | 12% | -8% | 4% | -4% | -12% | -1% | nt | nt
CCC(CC)c1nnc(NC(=O)C2=NNC(=O)CC2)s1
    0 | 17% | -6% | 22% | -4% | i | 1% | 9% | 16
Cc1cc(-c2ccccc2C(=O)Nc2ccccc2O)on1
    -11 | -12% | 0% | 0% | -8% | -17% | 6% | -5% | 11
Cc1ccccc1OCC(=O)N(Cc1ccc(C(C)C)cc1)C1CCS(=O)(=O)C1 (stereo not drawn)
    6 | 23% | -29% | ? | -5% | i | nt | nt | nt
O=C(NCCCn1ccnc1)c1cc(C2CC2)on1
    -7 | 19% | 15% | -19% | -6% | 6% | -1% | -7% | -17
COc1ccc(-c2ocnc2C(=O)N2CCN(C(c3ccccc3)c3ccccc3)CC2)cc1
    1 | -13% | ? | ? | 3% | -12% | 2% | 6% | 1
Cc1nc(=S)c2c([nH]1)-c1ccccc1CC21CCCCC1
    21 | 26% | 1% | -2% | 5% | i | 0% | 0% | 20
COc1ccccc1NC(=O)COc1ccc(C(=O)OCC(=O)N2CCCC2=O)cc1OC
    2 | -11% | 16% | 28% | 7% | i | -13% | -1% | 11
CN(CCc1ccccc1)C(=O)c1ccc(NC(=O)Cc2ccc(NC(=O)C3CCN(C(=O)C4CCC4)CC3)cc2)cc1
    5 | 23% | 0% | -20% | 0% | -40%[inhibitor] | 4% | -4% | 11
COc1cc(NC(=O)CN2c3ccccc3S(=O)(=O)c3ccccc32)cc(OC)c1
    -6 | 16% | 2% | -22% | 1% | i | nt | nt | nt
O/C(=C\Sc1nnc(Cc2ccccc2)o1)c1ccc(Br)cc1
    -8 | -14% | -26% | 0% | ? | i | 0% | -11% | -12
CCOc1ccccc1CNC(=O)c1cnc2c(-c3ccc(OCC)c(OCC)c3)c(C)nn2c1C
    2 | 22% | 0% | 3% | 14% | i | nt | nt | nt
O=C(NCc1ccc(Cl)cc1)c1ccc2c(c1)NC(=O)C(CS(=O)(=O)Cc1ccccc1Cl)N2 (stereo not drawn)
    -21 | 19% | ? | -9% | -9% | -20% | nt | nt | nt
CNc1sc(C(=O)c2ccccc2F)c(N)c1-c1nc2ccccc2s1
    -7 | ? | -2% | -8% | -13% | -20% | 1% | nt | -53*
COC(=O)c1cccc(NC(=O)NC(=O)c2ccc(Cl)cc2)c1
    -8 | 8% | -27% | 5% | 15% | -5% | 3% | 2% | 5
COC(=O)CCCCCN1C(=O)NC(C2CC2)C(C(=O)OCc2ccccc2)=C1C (stereo not drawn)
    16 | ? | -13% | -28% | 3% | -49%[inhibitor] | -2% | -3% | 31
O=C(CN(Cc1ccccc1F)C(=O)c1csnn1)NC1CCCCC1
    25 | -13% | ? | -23% | 4% | i | 6% | 1% | 8
COc1ccccc1NC(=O)N(C)C[C@H]1Oc2cc(Br)ccc2S(=O)(=O)N([C@H](C)CO)C[C@H]1C
    -1 | 12% | 0% | -4% | -9% | i | 12% | 0% | 13
CCCOc1ccc(/C=C/c2[nH]c(=O)[nH]c(=O)c2[N+](=O)[O-])cc1OCC
    2 | -4% | 1% | -1% | 3% | -41%[inhibitor] | 10% | -1% | -2
CC(C)(C)C(=O)OCc1nc(-c2ccc(O)c(O)c2)cs1
    117* | ? | 0% | 72%[activator] | 6% | -95%[inhibitor] | 19% | 15% | 10
Cc1noc(NS(=O)(=O)c2ccc(NC(=O)CSc3nc4c(cc3C#N)CCC4)cc2)c1C
    -5 | 12% | -15% | 4% | 8% | -14% | -4% | 4% | 17
CC(=O)c1ccc(NC2OC(C)C(O)C(O)C2O)cc1 (stereo not drawn)
    5 | 8% | 18% | 58%[activator] | -4% | i | -8% | 0% | -1
CN(C)c1nc(Cl)nc2c1nc(Cl)n2C1CCCCO1 (stereo not drawn)
    4 | 22% | ? | 10% | 4% | -10% | 7% | -3% | 19
CC(=O)N1CCN(c2ccc(NC(=O)c3ccc(C)c([N+](=O)[O-])c3)cc2)CC1
    2 | -19% | -26% | -2% | -15% | i | 0% | -6% | -7
O=C(CNC(c1ccccc1)c1ccccc1)Nc1c(F)cccc1F
    1 | 9% | ? | ? | 0% | i | 7% | 3% | -7
O=C(c1ccccc1)c1cccn1CC(=O)N1CCN(c2ccccc2)CC1
    -4 | 25% | 0% | ? | -5% | i | -1% | 5% | 0
CC(C)(C)NC(=O)COC(=O)c1cc(Br)ccc1Cl
    1 | 27% | 30% | -19% | 1% | i | -4% | 0% | 17
CCOC(=O)C1OC2(CCCC2)OC1C(=O)OCC (stereo not drawn)
    1 | -12% | nt | 18% | 5% | i | 3% | 1% | -3
CC1CN(C(=O)C2(C)CC2(Cl)Cl)CC(C)O1 (stereo not drawn)
    -8 | ? | 9% | -2% | 6% | i | 0% | -1% | 7
Cc1cccc(C)c1NC(=O)CSC(=S)N1CCCC1
    7 | 0%[0.397 µM] | 0% | 2% | 3% | i | 14% | 12% | 5
CCOCCCNC(=O)C(c1ccc(OC)cc1)N(Cc1ccc2c(c1)OCO2)C(=O)c1ccccc1O (stereo not drawn)
    -3&-1 | -4%&-3% | -12%&0% | -26%&-12% | -8%&0% | -10% | 11% | 0% | 6
Cc1ccc2c(c1)C(c1ccccc1)N(C(=O)Cc1ccc(F)cc1)CC(=O)N2 (stereo not drawn)
    4 | 21% | 2% | -23% | -2% | i | nt | nt | nt
Cc1ccc(C(=O)N/C(=C\c2ccc(Cl)cc2)C(=O)NCCCN2CCOCC2)cc1
    5 | -13% | -4% | ? | -2%[1.53 µM] | i | -6% | 3% | -3
CC(C)c1ccccc1N=C1SCCCN1C(=O)c1cccc(N2C(=O)CCC2=O)c1
    -4 | -1% | -17% | -41% | -7% | i | 9% | 5% | -21
CCOC(=O)CSc1nc2cc(C(=O)NCc3ccco3)ccc2c(=O)n1-c1ccc(F)cc1
    -1 | -14% | 7% | 3% | -4% | -11%[57.5 µM] | -13% | -9% | 9
Cc1ccc(S(=O)(=O)Nc2cccc3cccnc23)c([N+](=O)[O-])c1
    -11 | 7.9µM* | ? | ? | ? | -23% | -2% | 18µM* | -56*
COc1ccc(Cl)cc1NC(=O)Nc1ccc(C(=O)N2CCCC2)cc1
    -11 | -3% | ? | ? | -28% | -19% | 2% | 1% | 22
CC(=O)Nc1ccc(-c2nnc(SCc3c(C)cc(C)cc3C)n2C)cc1
    -3 | ? | 5% | -8% | -12% | -9% | 2% | 5% | 22
